TMEM16A inh = mouse TMEM16A channel inhibition, primary screen; Q8BHY3; HEK293 TMEM16A/YFP iodide influx fluorescence, ionomycin; normalized B-score (activity score, 25-100; higher = stronger inhibition) at 10 µM; 1.2% of 310,000 active;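 active = ratio plate-corrected score three or more library SD toward inhibition, starting fluorescence score within five deviations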;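 also: score derived from kinetic fluorescence span divided by baseline fluorescence per well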
MrgX1 antagonist = antagonists of human MrgX1 receptor. Q96LB2. MRGX1-HEK293 calcium flux, Fluo-4, BAM8-22 antagonism; stronger effect = lower value. B-score at 10 µM. 1.3% of 310,000 active. AID 588676;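 active = calcium-response B-score plate-corrected more than 3 library SD below zero, starting fluorescence within 5 deviations, no agonist response on first addition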;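 also: peak minus trough fluorescence over baseline after final BAM8-22 challenge near maximal dose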
Target sequence (Q96LB2 whole entry, looked up): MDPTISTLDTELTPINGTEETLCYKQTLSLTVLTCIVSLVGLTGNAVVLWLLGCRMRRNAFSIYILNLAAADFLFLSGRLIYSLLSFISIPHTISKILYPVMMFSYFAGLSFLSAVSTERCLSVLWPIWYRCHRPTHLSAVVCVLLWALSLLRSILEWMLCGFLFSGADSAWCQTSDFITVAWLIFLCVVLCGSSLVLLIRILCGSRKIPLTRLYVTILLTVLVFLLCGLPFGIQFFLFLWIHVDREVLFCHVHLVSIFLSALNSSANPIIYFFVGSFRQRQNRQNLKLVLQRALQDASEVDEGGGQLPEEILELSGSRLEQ
MrgX1 allo act = human MrgX1 positive allosteric modulation, primary screen. MrgX1-HEK293, Fluo-4 calcium flux, FDSS; stronger effect = higher value. Q96LB2. 0.63% of 310,000 active. B-score at 10 µM;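 active = plate-corrected calcium response at least 3 library SD above typical, normal starting fluorescence, not activating the receptor alone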;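 also: compound read alongside a low EC10 to EC30 dose of BAM8-22 agonist; peak minus trough fluorescence over baseline measured at the second addition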
TMEM16A act = mouse TMEM16A channel activation, primary screen; B-score at 10 µM; AID 623877; 0.3% of 340,000 active; HEK293 TMEM16A/YFP-H148Q/I152L, iodide quench fluorescence; stronger effect = lower value;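 active = fluorescence-ratio B-score plate-corrected deviation score at least 3 library SD below zero, with starting fluorescence score within 5 deviations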;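 also: channel opened by trigger with iodide after compound preincubation; score built on the fluorescence ratio of max minus min over baseline; more negative score means more quench and so TMEM16A activation or potentiation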
RGS4 block = inhibitors of human RGS4. P49798. HEK293 M3R/RGS4 inducible, Fluo-4 calcium flux; stronger effect = higher value; triggered by carbachol at its EC20. B-score at 10 µM. 0.45% of 310,000 active. AID 463165;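 active = B-score, a plate-corrected calcium signal, over three deviations above library mean, with baseline fluorescence within five deviations of library mean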;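 also: RGS4 expression induced by doxycycline in cells with stable M3 receptor; B-score is computed from the integrated fluorescence ratio over baseline after carbachol; higher B-score means a larger calcium signal and so more RGS4 inhibition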
Target sequence (P49798 whole entry, looked up): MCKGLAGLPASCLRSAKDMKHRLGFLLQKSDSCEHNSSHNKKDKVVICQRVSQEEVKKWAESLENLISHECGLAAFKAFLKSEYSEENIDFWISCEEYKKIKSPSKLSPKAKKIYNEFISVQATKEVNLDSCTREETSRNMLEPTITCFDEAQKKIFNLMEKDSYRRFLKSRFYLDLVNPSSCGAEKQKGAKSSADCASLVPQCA
TRPC4 PAM = allosterically enhances the mouse TRPC4 cation channel; Q9QUQ5; AID 2227; HEK293 TRPC4beta/mu-opioid, DAMGO EC20, Fluo-4 Ca2+ flux; stronger effect = higher value; 0.42% of 310,000 active; B-score at 10 µM;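 active = B-score of calcium response area above 5 SD of library B-scores, with initial fluorescence ratio within 5 SD of library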;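 also: B-score of integrated fluorescence ratio over time as area under calcium response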
TRPC4 agonist = opens the mouse TRPC4 cation channel; HEK293 TRPC4beta/mu-opioid, Fluo4 calcium fluorescence; stronger effect = higher value; Q9QUQ5; 0.49% of 310,000 active; B-score at 10 µM;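 active = B-score above 5 SD of library B-scores, and initial fluorescence ratio not above library mean plus 5 SD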;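 also: positive B-score marks a calcium rise read as TRPC4 activation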
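Material: HEK293 stable line with TRPC4beta plus mu-opioid receptor; technique: Fluo4 calcium-sensitive dye fluorescence, kinetic, 1 Hz baseline; timing: Fluo4 dye loading 45 min at room temperature, 110 s recording; controls: assay buffer as low control, maximal DAMGO as high control; read-out: integrated baseline-normalised fluorescence ratio, converted to per-well B score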
TRPC4 block = inhibitors of mouse TRPC4 channel. HEK293 TRPC4beta/mu-opioid, DAMGO-evoked Fluo4 calcium flux; stronger effect = lower value. 0.39% of 300,000 active. AID 2247. B-score at 10 µM. Q9QUQ5;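 active = B-score over 3 SD under the library average, no early fluorescence shift, positive overall ratio signal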
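Assay system: HEK293 cells with stable TRPC4beta plus mu-opioid receptor expression; Probe or stimulus: DAMGO in two steps, submaximal then maximal; Dosing: single-point compound dosing; Measured by: Fluo4 calcium-dye fluorescence, kinetic read; Read-out basis: B score from integrated Fluo4 fluorescence ratio.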
TRPC6 inhibitor = blocks the mouse TRPC6 cation channel; Q61143; B-score at 10 µM; 1.1% of 310,000 active; HEK293-TRPC6, membrane potential dye, ACh-evoked depolarization; stronger effect = lower value;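 active = B-score under library mean minus 3 SD, initial fluorescence not abnormally high, positive integrated signal ratio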;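 also: B-score derived from integrated fluorescence ratio over the kinetic read; more negative B-score means stronger inhibition of depolarization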
MrgX1 ag = human MrgX1 receptor agonism, primary screen. MrgX1-HEK293 cells, Fluo-4 calcium fluorescence, agonist mode; stronger effect = higher value. B-score at 10 µM. 0.44% of 310,000 active;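 active = calcium response B-score plate-corrected fluorescence ratio at least 3 library SD, with starting fluorescence B-score inside 5 SD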
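Material: MrgX1-expressing HEK293 cells / Dosing: compound as first of three additions / Incubation: overnight seeding, then 1 h dark dye loading / Signal: Fluo-4 NW calcium fluorescence / Evaluation: B-scored fluorescence response ratio / Benchmarks: positive and negative control wells on each plate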
TRPC6 act = activators of mouse TRPC6 channel. Q61143. HEK293-TRPC6 membrane potential dye fluorescence; stronger effect = higher value. B-score at 10 µM. 0.13% of 310,000 active;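 active = B-score of the integrated fluorescence ratio above library mean plus 3 SD, and starting fluorescence ratio within library mean plus 5 SD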;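 also: higher score means more depolarization so channel activation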
Active calls of the source: *; i = inactive.

Below each compound: TMEM16A inh, MrgX1 antagonist, MrgX1 allo act, TMEM16A act, RGS4 block, TRPC4 PAM, TRPC4 agonist, TRPC4 block, TRPC6 inhibitor, MrgX1 ag, TRPC6 act
- CCc1cc(=O)[nH]c(SCC(=O)N2CCOCC2)n1
→ i, i, i, i, i, i, i, i, i, i, i
- CN(C(=S)NC(=O)C1(C)CC1(Cl)Cl)c1ccccc1 (configuration not stated)
→ i, i, i, i, i, i, i, i, i, i, i
- CCC(=O)Nc1c(C(=O)N2CCCCCC2)cnn1-c1ccc(C)c(C)c1
→ i, i, i, i, i, i, i, i, i, i, i
- O=C(Nc1cccnc1)C1(c2ccc(Cl)cc2)CCCC1
→ i, i, i, i, i, i, i, i, i, i, i
- Cc1ccc(/C=C2\SC(=S)N(CCC(=O)Nc3cccnc3)C2=O)cc1
→ i, i, i, i, i, i, i, i, i, i, i
- Cc1ccc(O)c(C(=O)c2cc(C#N)c(=O)n(CC3CCCO3)c2)c1 (configuration not stated)
→ i, i, i, i, i, i, i, i, i, i, i
- O=C(Nc1nccs1)c1cccc(NC(=O)C(F)(F)F)c1
→ i, i, i, i, i, i, i, i, i, i, i
- COc1ccc(N(CC(=O)N2CCOCC2)S(C)(=O)=O)cc1OC
→ i, i, i, i, i, i, i, i, i, i, i
- COC(=O)c1ccc(C(=O)N2CCCC(N3CCN(c4ccccc4)CC3)C2)nc1 (configuration not stated)
→ i, i, i, i, i, i, i, i, i, i, i
- O=C(/C=C/c1ccco1)NCCCN1CCN(CCCNC(=O)/C=C/c2ccco2)CC1
→ i, i, i, i, i, i, i, i, i, i, i
- O=[N+]([O-])c1ccc(NC(=S)N2CCN(c3ccccc3)CC2)cc1
→ i, i, i, i, i, i, i, i, i, i, i
- Clc1ccc(C(c2ccccc2)N2CCNCC2)cc1 (configuration not stated)
→ i, -6.27*, i, i, i, i, i, i, -7.79*, i, i
- CC1CCN(C(=O)CSc2nnc(-c3cccs3)o2)CC1
→ i, i, i, i, i, i, i, i, i, i, i
- C=CCn1c(N2C(=O)CC(Cc3ccccc3)C2=O)nc2ccccc21 (configuration not stated)
→ i, i, i, i, i, i, i, i, i, i, i
- O=C(COC(=O)c1cc(S(=O)(=O)N2CCCCC2)ccc1Cl)NCc1ccco1
→ i, i, i, i, i, i, i, i, i, i, i
- CCC(CC)c1nn2c(N)c(/C=C3\C(C)=Nc4ccccc43)c(=O)nc2s1
→ i, i, i, i, i, i, i, i, i, i, i
- COC(=O)c1ccc2nc(C3CCCCC3)c3c(c2c1)CCC3
→ i, i, i, i, i, i, i, i, i, i, i
- O=C(COC(=O)Cc1c[nH]c2ccccc12)NC1CCS(=O)(=O)C1 (configuration not stated)
→ i, i, i, i, i, i, i, i, i, i, i
- CCn1ncc(NC(=O)Nc2cccc(C(F)(F)F)c2)c1C(N)=O
→ i, i, i, i, i, i, i, i, i, i, i
- Cc1ccc2occ(/C=C/C(=O)c3ccccc3O)c(=O)c2c1
→ i, i, i, i, i, i, i, i, i, i, i
- CC(=O)c1ccc(OCC(=O)Nc2ccccc2C(=O)NC2CC2)cc1
→ i, i, i, i, i, i, i, i, i, i, i
- Cc1ccc(-n2nnnc2SCC(=O)NCCC2=CCCCC2)c(C)c1
→ i, i, i, i, i, i, i, i, i, i, i
- Cc1ccnc(N2C(=O)OC(C)(C)C2(C)O)c1 (configuration not stated)
→ i, i, i, i, i, i, i, i, i, i, i
- COCC(=O)Nc1ccccc1C(=O)Nc1ccc(OC)cc1
→ i, i, i, i, i, i, i, i, i, i, i
- COC(=O)/C(C#N)=C/c1c(N2CCN(C)CC2)nc2ccccn2c1=O
→ i, i, i, i, i, i, i, i, i, i, i
- O=C(Nc1nnc(Cc2ccc(Cl)cc2)s1)c1cccs1
→ i, i, i, i, i, i, i, i, i, i, i
- Cc1ccc(CNC(=O)CS(=O)Cc2nc(-c3ccccc3C)oc2C)cc1 (configuration not stated)
→ i, i, i, i, i, i, i, i, i, i, i
- O=S(=O)(c1ccc(Br)cc1)c1nc(-c2ccccc2)oc1NCCN1CCOCC1
→ i, i, i, i, i, i, i, i, i, i, i
- CCCCc1ncc(CN2CCC(n3nccc3NC(=O)c3ccccc3OC)CC2)[nH]1
→ i, i, i, i, i, i, i, i, i, i, i
- Cc1nn(C)cc1[C@@H]1C[C@H]2CN(Cc3cccc(Cl)c3)C(=O)[C@]23CCCN13
→ i, i, i, i, i, i, i, i, i, i, i
- CN1C(=O)CC(n2c(CO)nc3ccccc32)C1=O (configuration not stated)
→ i, i, i, i, i, i, i, i, i, i, i
- Cc1nn(C)c(Oc2ccccc2)c1CCNC(=O)C(C)(C)C
→ i, i, i, i, i, i, i, i, i, i, i
- CSCCC(NC(=O)c1ccccc1)C(=O)OCC(=O)N(C)CCC#N (configuration not stated)
→ i, i, i, i, i, i, i, i, i, i, i
- CCOc1ccc(Br)cc1S(=O)(=O)Nc1cccc(S(=O)(=O)N(C)C)c1
→ i, i, i, i, i, i, i, i, i, i, i
- COCCNC(=O)/C(C#N)=C1\N=C(N)c2ccccc21
→ i, i, i, i, i, i, i, i, i, i, i
- Cc1ccc(C)c(NS(=O)(=O)c2cc(C(=O)NCc3ccncc3)ccc2C)c1
→ i, i, i, i, i, i, i, i, i, i, i
- COc1cccc(NC(=O)CSc2nc3ccccc3cc2Cc2ccccc2)c1
→ i, i, i, i, i, i, i, i, i, i, i
- COc1ccc(/C=N/NC(=O)C(C)N(c2ccc(OC)cc2)S(C)(=O)=O)cc1 (configuration not stated)
→ i, i, i, i, i, i, i, i, i, i, i
- Cc1ccc(NC2=NC(=S)N(CC#N)C23CCCCC3)cc1
→ i, i, i, i, i, i, i, i, i, i, i
- COc1ccccc1OCC(=O)Nc1ccccc1C(=O)N1CCCC1
→ i, i, i, i, i, i, i, i, i, i, i
- Cc1ccc(O)c(C2=NNC(c3ccc(Cl)cc3)C2)c1 (configuration not stated)
→ i, i, i, i, i, i, i, i, i, i, i
- CCC(C(=O)NC1CCCC1)N(C(=O)c1snc(C(N)=O)c1N)c1ccc2c(c1)OCCO2 (configuration not stated)
→ i, i, i, i, i, i, i, i, i, i, i
- O=C(C1CCCN(c2ncccn2)C1)N1CCc2ccccc21 (configuration not stated)
→ i, i, i, i, i, i, i, i, i, i, i
- COc1ccc(S(=O)(=O)N2CCC(C(=O)NC3(C)CCS(=O)(=O)C3)CC2)cc1OC (configuration not stated)
→ i, i, i, i, i, i, i, i, i, i, i
- Cc1ccc(NC(=O)C2CCN(S(=O)(=O)c3ccc4c(c3)OCCO4)CC2)c(O)c1
→ i, i, i, i, i, i, i, i, i, i, i
- CC(C)Cn1c(C(C)C)nc([N+](=O)[O-])c1S(=O)(=O)c1ccc(F)cc1
→ i, i, i, i, i, i, i, i, i, i, i
- COc1ccc(S(=O)(=O)N(C)CC(=O)NCc2cccnc2)cc1
→ i, i, i, i, i, i, i, i, i, i, i
- Cc1cc(C)nc(/N=C(\N)Nc2ccc(SC(F)F)cc2)n1
→ 100*, i, i, i, i, i, 43*, i, -6.4*, 57*, i
- CSc1nc2nccc(-c3ccc(-c4ccccc4)cc3)n2n1
→ i, i, i, i, i, i, i, i, i, i, i
- CCC1=NN(C(=O)c2ccc(Br)cc2)C(O)(c2ccc(C)cc2)C1 (configuration not stated)
→ i, i, i, i, i, i, i, i, i, i, i

Remaining list, next part.
Below each compound: TMEM16A inh, MrgX1 antagonist, MrgX1 allo act, TMEM16A act, RGS4 block, TRPC4 PAM, TRPC4 agonist, TRPC4 block, TRPC6 inhibitor, MrgX1 ag, TRPC6 act
- Cc1[nH]c(N=Nc2ccccc2)nc1N=Nc1ccccc1
→ 100*, i, i, i, i, i, i, i, i, i, i
- Cc1ccc(NC(=O)c2sc3nc[nH]c(=O)c3c2C)c(C)c1
→ i, i, i, i, i, i, i, i, i, i, i
- Cc1cc(CNC(=O)CC2C(=O)NCCN2Cc2ccccc2)nn1C (configuration not stated)
→ i, i, i, i, i, i, i, i, i, i, i
- CN1CCN(c2ccccc2NC(=O)COc2ccccc2)CC1
→ i, i, i, i, i, i, i, i, i, i, i
- COc1cc(S(=O)(=O)NC2CCCCC2C)ccc1-n1cnnn1 (configuration not stated)
→ i, i, i, i, i, i, i, i, i, i, i
- N#Cc1ccsc1NC(=O)CSc1nnnn1-c1ccc(O)cc1
→ i, i, i, i, i, i, i, i, i, i, i
- CCOc1ccc(NC2OC(CO)C(O)C(O)C2O)c([N+](=O)[O-])c1 (configuration not stated)
→ i, i, i, i, i, i, i, i, i, i, i
- CCOCCCNC(=S)NC1CC2CCC(C1)N2Cc1ccccc1 (configuration not stated)
→ i, i, i, i, i, i, i, i, i, i, i
- Cc1ccc(S(=O)(=O)N2CCCC2c2nc3ccccc3s2)cc1 (configuration not stated)
→ i, i, i, i, i, i, i, i, i, i, i
- O=C(c1cc2cc(F)ccc2[nH]1)N1CCN(C(=O)c2ccco2)CC1
→ i, i, i, i, i, i, i, i, i, i, i
- COc1ccc(-c2c(C)oc3c(CN4CCN(CCO)CC4)c(O)ccc3c2=O)cc1OC
→ i, i, i, i, i, i, i, i, i, i, i
- O=C(Nc1ccc(N2CCOCC2)cc1)Nc1cnsn1
→ i, i, i, i, i, i, i, i, i, i, i
- O=C(NCc1ccc(Cl)cc1)C1CCN(c2nnc(N3CCCC3=O)s2)CC1
→ i, i, i, i, i, i, i, i, i, i, i
- O=C(/C=C/c1ccc(F)cc1)NC(=S)N1CCN(Cc2ccccc2)CC1
→ i, i, i, i, i, i, i, i, i, i, i
- CC(=O)N1c2ccc(S(=O)(=O)NCC3CCC(C(=O)NCc4ccccc4)CC3)cc2CC1C (configuration not stated)
→ i, i, i, i, i, i, i, i, i, i, i
- Cc1ccc(NC(=O)COc2coc(CN3CCc4ccccc43)cc2=O)c(C)c1
→ i, i, i, i, i, i, i, i, i, i, i
- CCC/C(O)=N\S(=O)(=O)c1ccc(N=NN(C)C)cc1
→ i, i, i, i, i, i, i, i, i, i, i
- CCn1c(SCC(=O)Nc2nc(C)cs2)nnc1-c1ccoc1C
→ i, i, i, i, i, i, i, i, i, i, i
- O=C(c1ccc(Cl)c(F)c1F)N1CCOCC1
→ i, i, i, i, i, i, i, i, i, i, i

No enrichment for hits; 5.8% or so of the library scored in one or more.
